BL2 CD40 inh – CD40 pathway inhibition in BL2 cells; actives 0.94% (n = 83,000); AID 1053188; inhibition, % at 10 µM; BL2 NF-kB luciferase reporter, CD40L-induced, 4 h;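 active = mean inhibition of at least 50% with a set share of replicates also reaching that level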;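 note: 0% = neutral control wells and 100% = IKK inhibitor VII at 50 µM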
Numbers without * were called inactive; & = joins results of further samples; [ ] = another dose, or the depositor's remark. An excerpt; count on the stated rates, not on these rows.

SMILES	BL2 CD40 inh
COCCNC(=O)C[C@H]1CC[C@@H]2[C@H](COc3ccc(NS(=O)(=O)c4ccc(Cl)cc4)cc3C(=O)N2C)O1	4[25 µM]
O=C(CN1C(=O)NC2(CCCC2)C1=O)OCc1ccc(Br)cc1	20
COc1cccc(-c2nn(C)c3sc(C(=O)N4CCN(c5ccccc5)CC4)cc23)c1	6
Cc1noc(C)c1S(=O)(=O)N1CCCCC1	7
Clc1ccc2[nH]c3c(NCC4CCCO4)ncnc3c2c1 (configuration not stated)	-9
CC1CCCCC1NC(=O)CNC(=O)c1ccco1 (configuration not stated)	-3
Cc1ccc(NC(=O)C(C)OC(=O)Cc2c[nH]c3ccccc23)cc1 (configuration not stated)	-3
COc1ccc(OC)c(S(=O)(=O)Nc2ccc(O)c(Sc3ncn[nH]3)c2)c1	1
CCCNC(=O)NC(=O)CSc1cccc(C(F)(F)F)c1	14
Cc1cc(C)n(-c2ccc(NC(=O)C3CCN(Cc4cnc(C)s4)CC3)cc2)n1	7
COCc1c(C(=O)N2CCc3ccccc32)oc2ccccc12	-23
COc1ccc(C(=O)NCC2OCCc3ccccc32)cc1 (configuration not stated)	-43
Cc1ccc(C)c(NC(=O)c2nc(Cl)ccc2Cl)c1	-22
CC(C)(C)n1ncc2c(=O)n(CC(=O)Nc3ccc(Cl)cc3)cnc21	17
COc1ccc(CC(=O)NCCS(=O)(=O)N2CCN(c3ccccc3)CC2)cc1OC	4
COc1ccccc1C(=O)N1C[C@H]2[C@@H](c3ccccc31)[C@H](CO)N2C(=O)Cc1ccccc1	8[25 µM]
COc1ccccc1-c1ccc([C@H]2[C@@H](C#N)N(C(=O)CN(C)C)[C@@H]2CO)cc1	-16[25 µM]
CO[C@H]1CN(C)C(=O)c2cc(NC(=O)C3CCC3)ccc2OC[C@H](C)N(Cc2cccnc2)C[C@@H]1C	-10
O=C(O)c1ccn(Cn2cnc3ccccc32)n1	5
CC1CN(C(=O)COC(=O)c2c(Cl)cccc2Cl)CC(C)O1 (configuration not stated)	-10

Structures above that contain an NH in an aromatic ring:
SMILES	BL2 CD40 inh
Clc1ccc2[nH]c3c(NCC4CCCO4)ncnc3c2c1 (configuration not stated)	-9
Cc1ccc(NC(=O)C(C)OC(=O)Cc2c[nH]c3ccccc23)cc1 (configuration not stated)	-3
COc1ccc(OC)c(S(=O)(=O)Nc2ccc(O)c(Sc3ncn[nH]3)c2)c1	1

Continued:
SMILES	BL2 CD40 inh
COc1ccc(-n2nc(C(=O)NCC(=O)N3CCCC3)c3ccccc3c2=O)cc1Cl	-7
O=C(NCc1ccco1)C1CCN(S(=O)(=O)N2CCOCC2)CC1	5
Cc1nc(-c2cccc(NC(=O)c3cccs3)c2)cs1	-44
O=c1c2c(-c3cccs3)csc2ncn1-n1cccc1	-4
CCN(CC)C(=O)C1CCN(S(=O)(=O)c2ccc(-n3cnnn3)cc2)CC1	10
Cc1cn2c(-c3cccnc3)nnc2s1	2
CSc1nsc(SC)c1CO	9
O=C(c1cnccn1)N1CC(=O)N2[C@H](CO)[C@@H](c3ccc(-c4cccc(F)c4)cc3)[C@@H]2C1	-3[25 µM]
O=C(Nc1nccs1)C1(c2ccc(Cl)cc2)CC1	5
CCOc1ccc(OCc2cccc(C(=O)N3CCCC3)c2)cc1	2
O=C(c1ccccc1)c1cc(-c2ccccn2)c(N2CCOCC2)s1	9
CC(=O)OCC1=C(C(=O)O)N2C(=O)C(NC(=O)Cn3nc(C(F)F)c(Cl)c3C)C2SC1 (configuration not stated)	9
C[C@@H]1CN([C@@H](C)CO)C(=O)c2cccc(NC(=O)c3nc4ccccc4s3)c2O[C@H]1CN(C)Cc1ccc(C(F)(F)F)cc1	7[25 µM]
CCCNC(=O)C1(C)CCN(Cc2ccc3ccccc3c2Br)C1 (configuration not stated)	9
COCCn1c(SCC(=O)NCC(c2ccccc2)N(C)C)nc2sc3c(c2c1=O)CCC3 (configuration not stated)	6
CCOc1ccc(-c2cccc(NC(=O)c3ccco3)c2)nn1	-28
Cn1c(C(=O)N2CCC(C(N)=O)CC2)cc2c(=O)n(C)c3ccccc3c21	4
CCN1[C@@H]2c3ccc(C4=CCCCC4)c(=O)n3C[C@@H]2[C@@H](CO)[C@@H]1C(=O)NCc1ccccn1	-3[25 µM]
O=C(O)c1sccc1OCc1ccccc1	10
CN1c2ccc(C#Cc3ccccc3F)cc2[C@H]2[C@H](CCN2C(=O)c2cnccn2)[C@H]1CO	3[25 µM]
O=C(OCCN=C1NS(=O)(=O)c2ccccc21)c1ccncc1	-4
CCc1nnc(NC(=O)CCNC(=O)c2ccccc2Cl)s1	-7
O=C(Nc1ccc(F)cc1)N1CC(=O)N2[C@H](CO)[C@@H](c3ccc(C#Cc4cccnc4)cc3)[C@@H]2C1	13[25 µM]
O=C1N(c2ccccc2)C(=Nc2ccccc2)SC12CC2	1
CC(=O)OC[C@H]1O[C@@H](Sc2cccc3cccnc23)[C@H](OC(C)=O)[C@@H](OC(C)=O)[C@H]1OC(C)=O	-33
Cc1cc(C)c2c(=O)[nH]n(C3CCCCCC3)c2n1	8
CC(=O)c1c(C(C)=O)c(C)n(NC(=O)c2ccncc2)c1C	2
CN(C)CC(C)(C)CNS(=O)(=O)c1cccc2nsnc12	4
O=C(CC1C(=O)NCCN1Cc1cccc(Oc2ccccc2)c1)NCC1CCOCC1 (configuration not stated)	0
CC(=O)N1CCc2c(sc(NC(=O)c3ccc4c(c3)OCCO4)c2C#N)C1	-43
CCc1ccc(C(C)NC(=O)c2ncn[nH]2)cc1 (configuration not stated)	-1
CCN(CC)C(=O)Cn1cnc([N+](=O)[O-])n1	6
Cc1ccc(C(=O)NCC(=O)OCc2cccc(Br)c2)cc1	-14
C[C@H]1CN([C@@H](C)CO)C(=O)c2ccccc2-c2ccccc2CO[C@H]1CN(C)Cc1cccc(C(F)(F)F)c1	17[25 µM]
COc1cccc(-c2ccc([C@H]3[C@@H](CO)N4CCCCN(C(=O)c5ccc6c(c5)OCO6)C[C@H]34)cc2)c1	18[25 µM]
CCCC(CNC(C)=O)(C1=CCCCC1)c1ccccc1 (configuration not stated)	10
Cc1ccccc1S(=O)(=O)N1[C@H](C#N)[C@H](c2ccc(C#CC3CCCC3)cc2)[C@@H]1CO	-8
CCCN1C[C@@H](C)[C@@H](OC)CN(C)C(=O)c2cc(NS(=O)(=O)c3ccccc3)ccc2OC[C@H]1C	-3[25 µM]
O=C(OCc1nc2ccc(Cl)cc2n1CCO)c1ccc2c(c1)OCO2	8
CCN(CC)c1ccc(/C=C2\CCC(/C=C(/C#N)C(=O)Nc3ccccc3F)=C2N2CCOCC2)cc1	-28
CCCN1CCN(CCCNC(=O)Cn2nc(C)n3c(cc4cc(F)ccc43)c2=O)CC1	6
COc1ccccc1CN(C)CC(=O)Nc1ccc(Cl)cc1F	1
O=C(COC(=O)C1CCN(c2ccc(C(F)(F)F)cn2)CC1)NCCc1ccccc1	4
C/C(CCCO)=N/Nc1ccc([N+](=O)[O-])cc1[N+](=O)[O-]	-1
CCc1ccc(N=c2c([N+](=O)[O-])nn(-c3ccccc3)n2O)cc1	10
C/C=C/c1ccc(C2[C@@H]3CN(S(=O)(=O)c4ccc(C)cc4)C[C@H]2N3)cc1 (some centres not stated)	9&9[25 µM]
CC(C)NC(=O)N1[C@H](C#N)[C@H](c2ccccc2-c2ccc(F)cc2)[C@@H]1CO	12[25 µM]
CN(C)CC(=O)N1[C@H](C#N)[C@@H](c2ccc(C#CC3CCCC3)cc2)[C@@H]1CO	-17
O=C(C[C@@H]1CC[C@H]2NC[C@@H](O)COC[C@@H]2O1)Nc1ccc(-c2ccccc2)cc1	-8[25 µM]
CNC(=O)c1ccc2nc(NC(C)=O)sc2c1	-63

Remaining list, next part
SMILES	BL2 CD40 inh
CC(N)c1csc(Nc2ccc(S(C)(=O)=O)cc2)n1 (configuration not stated)	-4
COCCNC(=O)CN(C(=O)Cn1nnc2ccccc21)c1cc(C)cc(C)c1	5
CC/C(C)=N/NS(=O)(=O)c1ccc(C)c([N+](=O)[O-])c1	3
COc1ccc(C[C@H](C)NC[C@@H](O)c2ccc(O)c(NC=O)c2)cc1	-11[25 µM]
COc1ccc(NC(=O)c2ccc(N3CCOCC3)nc2)cc1	-12
O=C(NCc1ccc2c(c1)OCO2)c1cc(-c2ccccc2)on1	10
COc1cccc(-c2nn(-c3ccc(F)cc3)cc2C(=O)NCC2CCCO2)c1 (configuration not stated)	6
CN(Cc1ccccc1)C(=O)COC(=O)c1cncc(Br)c1	-4
NC(=S)N/N=C\c1c(OCc2ccccc2Cl)ccc2ccccc12	1
CCSc1n[nH]c2nc3c(c(=O)n12)C1(CCCC1)Cc1ccccc1-3	9
Cc1ccc(C)c(S(=O)(=O)N(C)Cc2cccs2)c1	7
Fc1ccccc1-c1[nH]ncc1-c1nnnn1-c1ccccc1	10
CCC(CC)C(=O)c1c[nH]c(C(=O)NCc2ccncc2)c1	0
CCc1ccc(-c2nc(SCC(=O)N(CC)C3CCS(=O)(=O)C3)n[nH]2)cc1 (configuration not stated)	-44
O=C(Nc1ccccc1)c1ccc(S(=O)(=O)N2CCCCC2)cc1	-22
Fc1ccc(-c2csc(=S)[nH]2)cc1	1
CCOC(=O)c1sc(NC(=O)/C=C/c2cnn(CC)c2C)c(C(=O)OCC)c1C	-7
COc1ccc(C2C(C(=O)Nc3ccc4c(c3)OCCO4)c3ccccc3C(=O)N2C)cc1 (configuration not stated)	-71
N#Cc1ccc(-c2ccc(C3[C@@H]4CN(C(=O)c5ccc6c(c5)OCO6)C[C@H]3N4)cc2)cc1 (some centres not stated)	2&12
C[C@@H]1CN([C@@H](C)CO)C(=O)CCCn2cc(nn2)CO[C@@H]1CN(C)S(C)(=O)=O	-3[25 µM]
O=C(c1cccc(S(=O)(=O)N2CCc3ccccc32)c1)N1CCc2ccccc2C1	20
CC1(C)COC(c2ccccc2Cl)OC1	2
Cc1nc(C(F)(F)F)ccc1C(=O)N1CCC1(C)C(=O)NS(=O)(=O)c1ccccc1 (configuration not stated)	13
CN(C)C(=O)c1ccc(-c2ccc(C3[C@@H]4CN(Cc5cncnc5)C[C@H]3N4)cc2)cc1 (some centres not stated)	-3&8[25 µM]
C[C@H]1CN([C@@H](C)CO)C(=O)CCCn2cc(nn2)CO[C@@H]1CN(C)CC1CCCCC1	-2[25 µM]
CC(=O)NCC(c1cccs1)S(=O)(=O)c1ccc(F)cc1 (configuration not stated)	6
CS(C)(=O)=NS(=O)(=O)c1ccc(Cl)cc1	16
COc1cc(OC)cc(C(=O)Nc2ccc(S(=O)(=O)Nc3ncccn3)cc2)c1	6
CCOC(=O)CN1C(=O)CN(c2ccc(C)cc2)C1=O	-54
CCOC(=O)c1[nH]c2ccccc2c1NC(=O)NC(C)C	2
O=S(=O)(c1ccc(Cl)cc1)N1c2ccccc2Oc2nc3ccccc3nc21	-8
O=C(C[C@@H]1C[C@@H]2c3cc(NS(=O)(=O)c4ccc(F)cc4)ccc3O[C@@H]2[C@@H](CO)O1)NC1CCCC1	4
O=C(c1ccccn1)N1CC[C@@H]2[C@H](CO)Nc3ccc(Br)cc3[C@@H]21	-16[25 µM]
O=C(NCC1CCCO1)c1cnn2c(C(F)F)cc(C3CC3)nc12 (configuration not stated)	1
O=C(NCC(c1cccnc1)N1CCOCC1)c1ccco1 (configuration not stated)	9
COCC#Cc1ccc([C@@H]2[C@H]3CN(C(=O)NC4CCCC4)CCCCN3[C@H]2CO)cc1	-4[25 µM]
Cc1nn2c(NCCCN3CCOCC3)c3c(nc2c1-c1ccccc1)CCC3	11
Cc1nc2ccccc2c(C)c1C(=O)c1ccccc1	3
CCc1cc2c(SCC(=O)NC3CC3)ncnc2s1	-8
Cc1ccc(NC(=O)Cc2ccsc2)cc1S(=O)(=O)N1CCOCC1	3
O=S(=O)(N1CCCCC1)N1CCNCC1	11
Cc1cc(C)nc(N/N=C/c2cccc(Cl)c2)n1	-37
Cc1ccc(CNC(=O)C(=O)NCC2CCCN2S(=O)(=O)c2cccs2)cc1 (configuration not stated)	5
C=CCNC(=O)COC(=O)c1ccc(Sc2nncn2C)c([N+](=O)[O-])c1	15
O=C(Nc1cccnc1)c1ccc(C(=O)Nc2cccnc2)cc1	8
O=C(c1ccccc1)N1C[C@H]2[C@@H](c3ccccc31)[C@H](CO)N2S(=O)(=O)c1ccccc1	-8[25 µM]
NC(=O)c1ccsc1NC(=O)CS(=O)(=O)c1ccccc1	-22
CC(OC(=O)Cc1n[nH]c(=O)c2ccccc12)C(=O)Nc1ccc(F)cc1 (configuration not stated)	1
Cc1onc(-c2ccccc2)c1C(=O)OCC(=O)Nc1cc(S(=O)(=O)N2CCOCC2)ccc1Cl	22
O=C(C[C@@H]1C[C@@H]2c3cc(NC(=O)C4CCC4)ccc3O[C@@H]2[C@H](CO)O1)NCc1ccccn1	2[25 µM]
CN(CC(=O)Nc1cc(C(F)(F)F)ccc1-n1cncn1)Cc1nc2ccccc2c(=O)[nH]1	5

By substructure: the entries above containing an aryl methoxy group (14)
SMILES	BL2 CD40 inh
COc1cccc(-c2nn(C)c3sc(C(=O)N4CCN(c5ccccc5)CC4)cc23)c1	6
COc1ccc(OC)c(S(=O)(=O)Nc2ccc(O)c(Sc3ncn[nH]3)c2)c1	1
COc1ccc(C(=O)NCC2OCCc3ccccc32)cc1 (configuration not stated)	-43
COc1ccc(CC(=O)NCCS(=O)(=O)N2CCN(c3ccccc3)CC2)cc1OC	4
COc1ccccc1C(=O)N1C[C@H]2[C@@H](c3ccccc31)[C@H](CO)N2C(=O)Cc1ccccc1	8[25 µM]
COc1ccccc1-c1ccc([C@H]2[C@@H](C#N)N(C(=O)CN(C)C)[C@@H]2CO)cc1	-16[25 µM]
COc1ccc(-n2nc(C(=O)NCC(=O)N3CCCC3)c3ccccc3c2=O)cc1Cl	-7
COc1cccc(-c2ccc([C@H]3[C@@H](CO)N4CCCCN(C(=O)c5ccc6c(c5)OCO6)C[C@H]34)cc2)c1	18[25 µM]
COc1ccccc1CN(C)CC(=O)Nc1ccc(Cl)cc1F	1
COc1ccc(C[C@H](C)NC[C@@H](O)c2ccc(O)c(NC=O)c2)cc1	-11[25 µM]
COc1ccc(NC(=O)c2ccc(N3CCOCC3)nc2)cc1	-12
COc1cccc(-c2nn(-c3ccc(F)cc3)cc2C(=O)NCC2CCCO2)c1 (configuration not stated)	6
COc1ccc(C2C(C(=O)Nc3ccc4c(c3)OCCO4)c3ccccc3C(=O)N2C)cc1 (configuration not stated)	-71
COc1cc(OC)cc(C(=O)Nc2ccc(S(=O)(=O)Nc3ncccn3)cc2)c1	6

Assay outcomes: PubChem, Broad Institute
